HttQ103 aggreg = inhibitors of mutant huntingtin aggregate formation in PC12 cells. PC12 HttQ103-GFP aggregates, Acumen cytometry, 40 h. Potency, µM (titrated, usually from 46.1 µM), without a hit: at the top dose activity change, negative = inhibition, usual class: inhibitors. 1.1% of 220,000 active. AID 1688; note: % is set by controls: 0 for no effect and ±100 for the full control effect; nearly all actives have a fitted effect of over 60% in size
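PC12 cells with ecdysone-inducible HTT exon1 Q103-GFP, induced by 100 nM tebufenozide, given compounds in a concentration series. GFP aggregates (1–25 um, 6 SD above background) counted in lysates by laser-scanning cytometry, 488 nm excitation.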
HTT ATP protect = Huntington cell model cytoprotection by ATP luminescence | PC12 HTT-Q103 induced, cytoprotection, ATP luminescence, 40 h | Potency, µM (top dose mostly 56.4 µM), inactives show cytoprotection (ATP increase), most hits filed as activators | 0.14% of 230,000 active;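 note: % of control where 0% means no effect; nearly all actives have a fitted effect of over 45% in size; toxic huntingtin expression switched on by the ecdysone agonist tebufenozide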
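PC12 cells stably carrying ecdysone-inducible Htt exon 1 (Q103)–GFP were induced with 100 nM tebufenozide (final) alongside library compounds in a dose series. Cytoprotection was scored as retained ATP by ATPlite luminescence.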
Tau FP inhib = inhibitors of human tau fibril formation; P10636; K18 P301L tau heparin fibrillization, Alexa594 FP, 6 h; Potency, µM (titrated, usually from 57.7 µM), inactives show at the highest dose activity, negative = inhibition, actives largely listed as inhibitors; 0.39% of 280,000 active; note: % is set by controls: 0 for no effect and ±100 for the full control effect; nearly all actives have a fitted effect of over 55% in size
Target sequence (P10636 561-689 P618L limits assumed): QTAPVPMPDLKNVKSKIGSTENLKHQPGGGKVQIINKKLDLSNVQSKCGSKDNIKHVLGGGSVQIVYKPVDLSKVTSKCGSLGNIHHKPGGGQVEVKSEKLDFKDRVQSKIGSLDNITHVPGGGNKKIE
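Read-out: fluorescence polarization of Alexa 594-labeled tau (0.24 uM), 555 nm excitation, 632 nm emission. Mixtures held 15 uM unlabeled K18 P301L, compound and 20 uM heparin, pH 7 acetate buffer, incubated 6 hr at 37 C.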
ALDH1A1 inh = inhibitors of human aldehyde dehydrogenase 1A1. 7.3% of 220,000 active. P00352. Purified ALDH1A1, NADH fluorescence, propionaldehyde substrate. AID 1030. Potency, µM (series often up to 75.3 µM), without a hit: top-dose activity, negative = inhibition, actives largely listed as inhibitors; active = well fitted inhibition curve with a large enough effect, not every such curve was filed as active; inconclusive = small, poorly fitted or top-dose-only effect, or another doubt; inactive = no such curve, though single readings can be large or run the other way;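 note: plate controls were no enzyme wells and a reference inhibitor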
Target sequence (P00352 whole entry, looked up): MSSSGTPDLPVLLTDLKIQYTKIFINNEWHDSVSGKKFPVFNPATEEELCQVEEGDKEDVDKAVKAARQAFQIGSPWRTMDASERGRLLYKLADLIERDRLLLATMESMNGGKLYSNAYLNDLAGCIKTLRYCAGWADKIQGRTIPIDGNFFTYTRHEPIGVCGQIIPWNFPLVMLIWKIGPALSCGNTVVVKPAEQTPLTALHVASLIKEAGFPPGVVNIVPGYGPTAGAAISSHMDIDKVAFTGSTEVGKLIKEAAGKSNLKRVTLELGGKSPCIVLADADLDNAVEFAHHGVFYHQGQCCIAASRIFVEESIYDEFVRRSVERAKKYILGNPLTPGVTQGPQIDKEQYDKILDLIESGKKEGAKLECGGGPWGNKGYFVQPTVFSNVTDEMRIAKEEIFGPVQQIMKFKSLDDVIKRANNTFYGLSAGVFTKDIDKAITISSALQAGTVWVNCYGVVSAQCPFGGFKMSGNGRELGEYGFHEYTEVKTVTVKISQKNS
Tau fluor cs = counter-screen for tau fibril formation inhibitors; tau K18 P301L Alexa594 fluorescence, heparin fibrillization; Potency, µM (highest dose often 57.7 µM), inactives show at the top dose activity change, negative = decrease; 0.93% of 280,000 active; AID 1463; note: % is set by controls: 0 for no effect and ±100 for the full control effect; nearly all actives have a fitted effect of over 55% in size
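Human K18 P301L tau (15 uM unlabeled plus 0.24 uM Alexa 594-labeled, final) in 100 mM sodium acetate pH 7 was mixed with compound and 20 uM heparin and incubated 6 hr at 37 C.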
Tau ThT inhib = tau fibrillization inhibition (ThT binding) | P10636 | recombinant tau K18 P301L (four-repeat tau fragment), heparin-induced fibrillization, ThT fluorescence | Potency, µM (top dose mostly 57.4 µM), for inactives: at the highest dose activity, negative = inhibition, most hits filed as inhibitors | 2.1% of 270,000 active | AID 1460; note: % is set by controls: 0 for no effect and ±100 for the full control effect; nearly all actives have a fitted effect of over 55% in size
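Recombinant human tau K18 fragment […] carrying P301L, 15 uM unlabeled plus 0.24 uM Alexa 594-labeled, was fibrillized with 20 uM heparin in 100 mM sodium acetate pH 7 for 6 hr at 37 C; 30 uM ThT fluorescence read after 1 hr.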
SMN2 splice enh = enhancers of SMN2 splice variant expression. 2.8% of 210,000 active. HEK293 SMN2-luciferase splicing reporter, luminescence, 30-36 h. AID 1458. Potency, µM (series often up to 46.1 µM), without a hit: top-dose activity change, positive = activation, usual class: activators; note: % of control where 0% means no effect; nearly all actives have a fitted effect of over 55% in size
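qHTS luciferase splicing reporter: luminescence rises when SMN2 exon 7 is included in transfected HEK293 cells. Compound exposure lasted 30-36 h at 37C, with 4.5 mM final sodium butyrate as control, followed by a ONE-Glo read.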
JMJD2E inh = blocks human JMJD2E demethylase activity; 1.6% of 230,000 active; B2RXH2; Potency, µM (highest dose often 57.1 µM), without a hit: top-dose activity change, negative = inhibition, most hits filed as inhibitors; AID 2147; JMJD2E catalytic domain, FDH-coupled NADH fluorescence (FDH is formaldehyde dehydrogenase); active = well fitted inhibition curve with a large enough effect, not every such curve was filed as active; inconclusive = small, poorly fitted or top-dose-only effect, or another doubt; inactive = no such curve, though single readings can be large or run the other way;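 note: 0% = wells with enzyme and -100% = buffer wells without enzyme; nearly all actives have a fitted effect of over 50% in size; many of its hits are not listed in these tables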
Target sequence (B2RXH2 1-337 limits assumed): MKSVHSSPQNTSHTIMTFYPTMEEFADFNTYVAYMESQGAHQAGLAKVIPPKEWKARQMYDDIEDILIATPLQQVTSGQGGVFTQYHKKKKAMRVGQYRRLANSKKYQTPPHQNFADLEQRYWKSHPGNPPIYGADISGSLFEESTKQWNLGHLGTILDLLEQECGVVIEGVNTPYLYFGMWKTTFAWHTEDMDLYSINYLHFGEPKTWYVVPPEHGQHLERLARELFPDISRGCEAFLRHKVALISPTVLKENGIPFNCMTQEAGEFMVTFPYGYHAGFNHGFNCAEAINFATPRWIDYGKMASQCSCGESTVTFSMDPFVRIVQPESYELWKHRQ
* hit, by the source's call; ? = inconclusive; / = not tested or not shown; & = joins results of further samples; [ ] = dose if it differs, or a comment. Unless noted, calls come from the whole dose curve; as a rule, active = well fitted curve in the direction sought with a large enough effect; inconclusive = small, poorly fitted or top-dose-only effect, or another doubt; inactive = no such curve, though single readings can be large; an effect the other way counts as inactive or inconclusive. Potency is the fitted concentration of half-maximal effect. Only part of the results is shown; rates above refer to the full screens.

SMILES	HttQ103 aggreg	HTT ATP protect	Tau FP inhib	ALDH1A1 inh	Tau fluor cs	Tau ThT inhib	SMN2 splice enh	JMJD2E inh
CCOC(=O)c1[nH]c2ccccc2c1N=CN(CC)CC	-29%	-18%	3%	11%	-6%	-3%	27%	-25%
Cc1ccc(-n2nnc3c(=O)n(CC(=O)c4ccccc4)cnc32)cc1	-4%	15%[10 µM]	-13%	6%	5%	0%	3%	2%
O=C(COC(=O)CCc1nc2ccccc2s1)Nc1ncc(Cl)cc1Cl	-22%	8%[10 µM]	10%	1%	-11%	?	/	0%
Cc1nn(Cc2ccccc2)c(Cl)c1/C=N/NC(=O)c1cccnc1	6%	/	3%	-14%	-3%	0%	-4%	4%
O=C(Nc1sc2c(c1C(=O)O)CCCCC2)c1ccccc1F	7%	1%[10 µM]	9%	-5%	-6%	?	5.6µM*	-8%
CCOC(=O)C1C(c2ccc(C)o2)NC(=O)NC1(O)C(F)(F)F (stereo unspecified)	-8%	-5%	4%	-4%	-2%	-2%	8%	4%
O=[N+]([O-])c1ccc(-c2cnc[nH]2)cc1	25%[9.22 µM]	9%[10 µM]	-7%	/	-16%	?	/	-3%
O=C(O)c1ccccc1C(=O)Nc1ccccc1	10%	11%[10 µM]	5%	?	8%	-7%	-9%	-3%
NC(=O)NC(=O)CSc1nnc(-c2ccco2)n1Cc1ccccc1	8%	-11%	-2%	-1%	-10%	-10%	-8%	9%
Cc1cc(C)nc(SCc2csc(-c3ccccc3)n2)n1	6%	4%[10 µM]	-12%	1%	-18%	?	5µM*	4%

Records listed so far printed as active in SMN2 splice enh.
structure	HttQ103 aggreg	Tau FP inhib	ALDH1A1 inh	Tau ThT inhib	SMN2 splice enh	JMJD2E inh
O=C(Nc1sc2c(c1C(=O)O)CCCCC2)c1ccccc1F	7%	9%	-5%	?	5.6µM*	-8%
Cc1cc(C)nc(SCc2csc(-c3ccccc3)n2)n1	6%	-12%	1%	?	5µM*	4%

(list continues)
SMILES	HttQ103 aggreg	HTT ATP protect	Tau FP inhib	ALDH1A1 inh	Tau fluor cs	Tau ThT inhib	SMN2 splice enh	JMJD2E inh
Cc1cc(/C=C(\C#N)C(=O)N2CCOCC2)c(C)n1C1CCCC1	-17%[9.22 µM]	-15%[10 µM]	0%	/	1%	-2%	/	-21%
CN(C)c1cccc2c(C=C(C#N)C#N)ccc(N(C)C)c12	23%	/	-7%	?	-16%	?	3%	?
COc1cc(NC(=O)c2cc(Cl)ccc2Cl)ccc1-c1cc2ccccc2oc1=O	32%	-12%	-2%	?	-16%	-8%	-21%	?
O=C(NCc1cccnc1)c1c(O)c2cccc3c2n(c1=O)CCC3	/	/	2%	-1%	-3%	-7%	7%	?
Cc1ccnc(NC(=O)c2ccc(Cl)c([N+](=O)[O-])c2)c1	-25%	-33%[inhibitor]	-5%	2%	-11%	-22%	28%	-7%
O=c1c2cnn(-c3ccc(Cl)cc3)c2ncn1Cc1cccc(C(F)(F)F)c1	/	/	2%	/	-4%	2%	1%	/
COC(=O)C(O)(CC(=O)Nc1ccc(Cl)cc1Cl)C(F)(F)F (stereo unspecified)	-11%	14%[10 µM]	3%	-5%	-3%	-5%	-9%	-3%
Cc1cccc(-c2nnn3c2nc(NCCC(C)C)c2ccccc23)c1	/	/	-15%	/	-15%	4%	-3%	/
CNC(CC(=O)O)C(=O)O (stereo unspecified)	/	-16%	5%	-2%	5%	7%	-4%	-1%
CCOC(=O)C1=C(N)OC2=C(C(=O)CC(C)(C)C2)C1c1ccco1 (stereo unspecified)	12%	-12%[10 µM]	-4%	-10%	-6%	-12%	6%	-9%
COC(=O)Cn1ncc(N2C3CC(CC(C)(C)C3)C2C)c(Cl)c1=O (stereo unspecified)	12%	/	1%	5%	1%	-6%	-8%	-5%
COc1ccc(-c2cc(C(F)(F)F)nc(N3CCN(c4ccc(F)cc4)CC3)n2)cc1OC	31%[9.22 µM]	4%	9%	12%	0%	-5%	11%	-6%
COc1ccccc1N1CCN(CC(O)COc2cccc3ccccc23)CC1 (stereo unspecified)	?	-37%[inhibitor]	16%&6%&-6%&5%	1%&1%&1%	?	?	-16%&-11%&-4%	?
Brc1ccc2c(c1)OCCOCCOCCOCCOCCO2	0%	19%[10 µM]	-4%	2%	0%	0%	13%	6%
CCOC(=O)c1c(NC(=S)Nc2ccccc2)sc2c1CCCCC2	3%	9%	-1%	?	-20%	-16%	-4%	4%
Cc1ccc(Cl)cc1NC(=O)Nc1cccs1	-27%	-34%[inhibitor]	17%	2%	?	-16%	-25%	2%
CCOC(=O)c1oc2cccc(O)c2c1C	-28%	-14%	2%	-3%	-20%	?	-1%	-7%
Cc1ccc(CSc2sc(C(=O)c3ccccc3)c(N)c2C#N)cc1	8%	-6%	-17%	?	-15%	-6%	-10%	?
COc1cc(OC)cc(C(=O)N2CCN=C2SCc2cccnc2)c1	-1%	27%	-8%	7%	-7%	-17%	-9%	-4%
O=C(NCc1ccncc1)c1cc(F)c(F)cc1Cl	31%	0%	-5%	-1%	-7%	-3%	1%	8%

7 entries from above, sorted by formula weight, ascending:
SMILES	HttQ103 aggreg	HTT ATP protect	Tau FP inhib	ALDH1A1 inh	Tau fluor cs	Tau ThT inhib	SMN2 splice enh	JMJD2E inh
CCOC(=O)c1oc2cccc(O)c2c1C	-28%	-14%	2%	-3%	-20%	?	-1%	-7%
Cc1ccc(Cl)cc1NC(=O)Nc1cccs1	-27%	-34%[inhibitor]	17%	2%	?	-16%	-25%	2%
O=C(NCc1ccncc1)c1cc(F)c(F)cc1Cl	31%	0%	-5%	-1%	-7%	-3%	1%	8%
COc1cc(OC)cc(C(=O)N2CCN=C2SCc2cccnc2)c1	-1%	27%	-8%	7%	-7%	-17%	-9%	-4%
Cc1ccc(CSc2sc(C(=O)c3ccccc3)c(N)c2C#N)cc1	8%	-6%	-17%	?	-15%	-6%	-10%	?
Brc1ccc2c(c1)OCCOCCOCCOCCOCCO2	0%	19%[10 µM]	-4%	2%	0%	0%	13%	6%
COc1ccc(-c2cc(C(F)(F)F)nc(N3CCN(c4ccc(F)cc4)CC3)n2)cc1OC	31%[9.22 µM]	4%	9%	12%	0%	-5%	11%	-6%

Other entries.
SMILES	HttQ103 aggreg	HTT ATP protect	Tau FP inhib	ALDH1A1 inh	Tau fluor cs	Tau ThT inhib	SMN2 splice enh	JMJD2E inh
CCOC(=O)N1CCc2c(sc3c2c(=O)n(CCc2ccccc2)c(=O)n3CC(=O)Nc2ccccc2C)C1	/	/	-8%	/	-19%	8%	-10%	/
Cn1c(NC(=O)c2ccc(Cl)cc2)cc(=O)n(C)c1=O	3%	-13%	1%	?	-2%	2%	-36%[inhibitor]	3%
CCCOC(=O)c1c(NC(=O)CCCn2nc([N+](=O)[O-])cc2C)sc(C(=O)OC)c1C	-2%	18%[10 µM]	6%	?	-29%	-18%	-9%	-6%
COc1ccc(OC)c(CN2C(=O)c3ccccc3C2C(=O)NCc2cccnc2)c1 (stereo unspecified)	2%	-14%[10 µM]	7%	-5%	7%	-3%	-2%	-9%
COC(=O)CC1C(=O)NCCN1C(=S)NC(=O)c1ccccc1[N+](=O)[O-] (stereo unspecified)	-5%	-2%[10 µM]	7%	-9%	-1%	-10%	9%	-11%
O=C(O)c1cccc(NC(=O)c2ccc(S(=O)(=O)c3ccccc3)cc2)c1	-10%	-10%[10 µM]	-1%	5%	-8%	1%	0%	0%
Cc1nn(CCCC(=O)O)c(C)c1[N+](=O)[O-]	-3%	/	-5%	-6%	2%	4%	-9%	-11%
CCOC(=O)c1cnc(SC)nc1Oc1cccc(NS(=O)(=O)c2ccc(F)cc2)c1	3%	-4%	-16%	3%	-17%	-12%	-6%	3%
O=C(Nc1cccc(-c2nc3ccccc3s2)c1)C1=COCCO1	-9%	-20%[10 µM]	-13%	?	?	?	21%	-2%
C=CCc1cccc2cc(C(=O)Nc3cccc(Cl)c3)c(=O)oc12	/	/	-4%	/	1%	-7%	8%	/
COc1ccc(OCCSc2n[nH]c(N)n2)cc1	19%	-1%	6%	?	-15%	-8%	-33%[inhibitor]	6%
O=[N+]([O-])c1ccc2c(c1N1CCCCC1)=NC1(CCCCC1)[N+]=2[O-]	4%[9.22 µM]	-1%[10 µM]	?	/	?	13µM*	/	-20%
Cc1cc(C)n(C(=O)COc2ccccc2[N+](=O)[O-])n1	0%[9.22 µM]	29%[10 µM]	-2%	?	0%	-12%	/	7%
Clc1ccc(NC2=NCCC2)cc1Cl	-6%	-8%	6%	2%	7%	10%	16%	6%
Cc1ccc(NC(=S)Nc2cccc3cnccc23)cc1	-14%	1%	?	13µM*	-14%	?	-39%[inhibitor]	?
O=C(CCC(=O)OCC(F)(F)C(F)F)Nc1ccc(F)cc1F	-8%	-1%[10 µM]	9%	11%	10%	11%	0%	7%
CCOC(=O)CCP(=O)(O)C(C)(O)c1ccccc1 (stereo unspecified)	-4%	4%[10 µM]	-1%	6%	-8%	-7%	-17%	2%
CCc1ccc(NC(=S)NCc2cccnc2)cc1	21%[9.22 µM]	-2%[10 µM]	6%	1%	-2%	1%	/	4%
O=C1Cc2ccccc2Sc2ccccc21	5%	-6%	2%	?	-15%	-23%	1%	?
CCc1ccc(OCCOCC(O)CNC(C)(C)C)cc1 (stereo unspecified)	?	2%[10 µM]	5%	9%	-3%	-1%	0%	6%
Cc1cc(C(=O)COc2cccnc2[N+](=O)[O-])c(C)n1-c1ccccc1F	-12%[9.22 µM]	7%[10 µM]	-2%	/	?	?	/	-1%
CCOC(=O)N1CCC(NC(=O)c2cccc3c2C(=O)N(CCOC)C3)CC1	-2%	-3%	1%	?	-5%	-9%	-17%	4%
Cc1cc(C)cc(NC(=S)NCc2cccnc2)c1	-3%	-22%[0.074 µM]	?	-15%	1%	3%	5%	-3%
Cc1ccc(-c2noc(C3CCCN(C(=O)C4CCCCC4)C3)n2)o1 (stereo unspecified)	22%	-15%[10 µM]	4%	?	-7%	-17%	-10%	-10%
O=C(Nc1nccs1)c1c(O)c2cccc3c2n(c1=O)CCC3	?	-22%[10 µM]	2%	3%	3%	-13%	/	13%

Screening data deposited in PubChem by National Center for Advancing Translational Sciences (NCATS).
